Screens (PubChem)
Tb MetRS inh: T. brucei MetRS inhibitors, primary screen, biochemical, luminescence. inhibition, % at 11.9 µM. purified T. brucei MetRS, ATP depletion, Kinase-Glo luminescence. hit rate 0.4% among 360,000;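 active means inhibition above a per-plate cutoff of the control wells' mean inhibition plus 3 SD, cut at about 5.5% in these data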;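 further: 0% = DMSO wells median and 100% = median of wells with control inhibitor compound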
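Test system – parasite MetRS enzyme · Reagent – substrates ATP, L-methionine and bulk Escherichia coli tRNA · Doses – 11.9 µM compound single dose, 0.9% DMSO · Times – 15 min enzyme-compound preincubation, 2 h reaction, 10 min detection, 25 °C · Signal – Kinase-Glo luminescence, ATP depletion format · Controls – DMSO-only wells as low control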
CendR NRP1 mod: modulators of CendR peptide binding to NRP-1, primary screen, biochemical, fluorescence polarization, uHTS; FAM-RPARPAR peptide binding to NRP-1; inhibition, % at 25 µM; hit rate 0.85% among 360,000; Neuropilin-1 (Homo sapiens), O14786;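 active means inhibition or corrected inhibition above about 18%, plus a signal ratio from 0.5 to 1.5, limit read from the data, passing the limit was not always enough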; further: strong numbers were not always called active
MLLE-PAM2 inh: inhibitors of PABP1 MLLE–PAM2 peptide binding, primary screen, biochemical, fluorescence polarization, FITC-PAM2, GST-MLLE; Polyadenylate-binding protein 1 (Homo sapiens), P11940; inhibition, % at 20 µM; hit rate 0.36% among 360,000; in the data active means inhibition above about 35%, passing the limit was not always enough;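 further: plate controls were DMSO wells with GST-MLLE for no effect and wells lacking GST-MLLE protein for full effect; some results filed as inactive read as strong as hits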
SKN-1 inh: suppressors of acrylamide-induced Pgst-4::GFP reporter in worms, primary screen, SKN-1 inhibitor project, whole organism, uHTS, GFP/RFP fluorescence ratio, strain VP596 | C. elegans VP596 Pgst-4::GFP/RFP ratio, 24 h | inhibition, % at 21.8 µM | hit rate 0.49% among 360,000 | AID 624304, 2012;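 active means interference check ratio from 0.5 to 1.5 plus GFP to RFP signal ratio inhibition reaching or exceeding a fixed threshold, cut at about 30% in these data, passing the limit was not always enough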; further: some compounds called inactive have numbers as strong as hits
MT1-MMP act inh: blockers of MT1-MMP proenzyme processing, primary screen, HT1080 RFP-PRO-GFP cells, GFP/RFP fluorescence. GFP/RFP ratio change, % at 20 µM. hit rate 0.061% among 360,000. GFP/RFP ratio fluorescence, overnight; percent of plate control window, DMSO zero;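 active means GFP/RFP ratio change of at least 30% with cell ATP level not reduced by more than half and red fluorescence within 50% of control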; further: strong numbers were not always called active
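Test system: HT1080 RFP-PRO-GFP cells; Benchmarks: DMSO and RFP-L50D-GFP cell wells; Timing: cells overnight before dosing, compound overnight, 37 °C, 5% CO2; Compound: one 20 µM compound dose with 1% DMSO; Read-out: GFP/RFP fluorescence ratio.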
E coli Lon inh: inhibitors of E. coli Lon protease, primary screen, biochemical, fluorescence polarization; AID 602123, 2011; inhibition, % at 7.94 µM; purified E. coli Lon protease; hit rate 0.42% among 360,000; P0A9M0; in the data active means inhibition above about 13%, passing the limit was not always enough;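 further: 0% = enzyme with probe and DMSO and 100% = no enzyme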
Target sequence (P0A9M0 whole entry, looked up): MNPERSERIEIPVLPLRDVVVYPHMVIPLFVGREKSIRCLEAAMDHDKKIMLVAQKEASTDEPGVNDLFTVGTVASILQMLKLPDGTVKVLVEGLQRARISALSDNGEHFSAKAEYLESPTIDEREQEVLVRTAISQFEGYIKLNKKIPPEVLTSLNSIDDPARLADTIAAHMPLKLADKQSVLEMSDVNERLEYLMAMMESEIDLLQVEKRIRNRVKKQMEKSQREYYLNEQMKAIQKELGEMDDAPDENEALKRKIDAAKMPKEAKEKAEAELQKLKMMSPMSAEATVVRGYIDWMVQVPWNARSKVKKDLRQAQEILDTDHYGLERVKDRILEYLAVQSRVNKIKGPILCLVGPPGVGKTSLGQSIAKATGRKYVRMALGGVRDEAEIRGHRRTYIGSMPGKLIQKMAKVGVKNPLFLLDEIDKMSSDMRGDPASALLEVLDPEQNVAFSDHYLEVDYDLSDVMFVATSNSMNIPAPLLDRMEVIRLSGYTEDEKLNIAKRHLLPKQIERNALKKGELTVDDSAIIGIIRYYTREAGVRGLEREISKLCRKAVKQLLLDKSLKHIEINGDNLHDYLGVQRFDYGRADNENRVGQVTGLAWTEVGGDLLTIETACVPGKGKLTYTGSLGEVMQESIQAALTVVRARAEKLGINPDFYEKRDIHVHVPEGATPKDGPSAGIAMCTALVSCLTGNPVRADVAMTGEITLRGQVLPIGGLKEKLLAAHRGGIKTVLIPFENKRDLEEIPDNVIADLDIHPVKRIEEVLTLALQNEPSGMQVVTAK
FAS TE block: FAS thioesterase domain inhibitors, primary screen, biochemical, fluorescence intensity, uHTS. hit rate 0.67% among 360,000. AID 602261, 2012. recombinant FAS-TE, OMFH fluorogenic substrate, fluorescence endpoint. inhibition, % at 15 µM;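 active means compounds whose normalised, plate-corrected inhibition of enzyme fluorescence in the single-dose primary screen is 50% or more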;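 further: 0% = DMSO with enzyme and 100% = substrate without enzyme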
MsrA inhibitor: bovine MsrA enzyme inhibitors, primary screen, biochemical, absorbance, HTS. Methionine sulfoxide reductase A (Bos taurus). purified bovine MsrA, absorbance read-out. inhibition, % at 15.5 µM. hit rate 0.75% among 360,000; in the data active means inhibition above about 4.5%;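 further: 0% = vehicle wells with enzyme and 100% = reference inhibitor wells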
MsrA act: bovine MsrA enzyme activators, primary screen, biochemical, absorbance, HTS; Methionine sulfoxide reductase A (Bos taurus); purified bovine MsrA, absorbance read-out; activation, % at 10.6 µM; hit rate 0.3% among 360,000; AID 602163, 2012; in the data active means activation above about 7.5%;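 further: 0% = vehicle and 100% = reference activator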
Active calls of the source: *; nt = not tested or not shown.

smiles	Tb MetRS inh	CendR NRP1 mod	MLLE-PAM2 inh	SKN-1 inh	MT1-MMP act inh	E coli Lon inh	FAS TE block	MsrA inhibitor	MsrA act
CC(C)C(NC(=O)CCNC(=O)c1ccc([N+](=O)[O-])cc1)c1nc2ccccc2[nH]1 (centres undefined)	0.1	2	-43	19	-4	-2	11	0.1	-4
CN(CC(=O)Nc1ccc(F)cc1)C(=O)c1cccc(NS(=O)(=O)c2ccccc2)c1	0.3	6	0	-7	3	-10	2	0.3	-2
Cc1ccc(S(=O)(=O)N2CCCCC2)cc1C(=O)OC(C)C(=O)NC1CCCCC1C (centres undefined)	0.0	16	14	2	1	-1	12	-0.9	1
CCc1cc2c(=O)n(Cc3ccccc3)c(SC3CCOC3=O)nc2s1 (centres undefined)	-0.3	-4	-3	10	-1	-5	23	-0.6	-3
CC(=O)Nc1ccc(C=C(C(C)=O)C(C)=O)cc1	-0.5	-13	-10	-15	-1	8	-4	2.2	-9
Cc1ccccc1NC(=O)Cc1nc(COC(=O)CCOc2ccccc2)cs1	0.1	7	-3	1	0	-8	1	0.3	-4
COc1cc(CO)cc(Br)c1OCC(=O)N1CCCCC1	-0.7	-10	16	5	-1	-11	-10	-0.3	-1
Cc1ccc(S(=O)(=O)Nc2ccc(F)c(S(=O)(=O)N3CCOCC3)c2)cc1	0.0	5	-1	15	3	-2	-1	0.0	1
O=C1COc2ccc(C(=O)COC(=O)c3cc(S(=O)(=O)NCc4ccccc4)ccc3O)cc2N1	-0.6	0	-7	-8	-1	-8	4	0.4	-2
O=C(COC(=O)c1cc(S(=O)(=O)N2CCCCC2)ccc1N1CCOCC1)NC1CCCCC1	-0.2	-1	-3	18	1	0	1	0.3	-2
Cc1noc(C)c1NC(=O)Nc1cccc2c1O[C@H](CN(C)S(C)(=O)=O)[C@@H](C)CN([C@H](C)CO)C2=O	-0.3	-1	8	13	1	6	-3	0.4	1
CC(C)=N/N=C1/NC(=O)C(c2ccccc2)S1 (centres undefined)	-0.4	2	7	-13	1	-11	-6	0.1	-2
CCN(CC)S(=O)(=O)c1ccc(N2CCN(C)CC2)c(NC(=O)c2cc(=O)c3ccccc3o2)c1	-0.3	4	-8	2	0	-10	11	1.3	-3
COc1ccc(C(NC=O)c2cc(OC)c(OC)cc2Br)cc1OC (centres undefined)	0.3	4	-19	-1	-4	3	-11	0.1	-4
O=C(NCCCNc1ccc(C(F)(F)F)cc1[N+](=O)[O-])c1cc(F)c(F)cc1Cl	-0.3	-13	1	1	9	-4	26	-0.2	8.7*
C/C(=N/NC(=O)Cc1cc(=O)[nH][nH]1)c1ccc([N+](=O)[O-])cc1	-0.4	-5	-4	9	2	5	-8	2.6	0
O=C(Nc1ccn(CCCNCc2ccccc2)c(=O)n1)OCc1ccccc1	0.3	9	0	-3	0	-1	-5	-0.9	-4
O=S(=O)(Nc1ccncc1Cl)c1cccc(Cl)c1Cl	-0.8	-6	0	-2	-2	-9	-13	-0.6	-4
O=C(Nc1ccc(Cl)c(C(F)(F)F)c1)c1ccncc1	-0.3	6	2	-7	-5	7	7	0.4	-3
COc1cc(/C=N/NC(=O)CCc2c(C)n[nH]c2C)cc(OC)c1OC	-0.7	2	2	2	1	-13	-10	2.0	-2
O=C1C=C(c2ccc(OC(F)(F)F)cc2)C[C@@H](c2ccc(Cl)cc2)C1	0.9	7	0	14	3	5	23	0.8	-9
O=C(CNC(=O)c1ccccc1)OC(C(=O)c1ccccc1)c1ccccc1 (centres undefined)	-0.3	3	-5	-4	-3	3	24	-0.4	-5
Cc1cc(NC(=O)CSc2nc(-c3ccccc3)c(C#N)c(=O)[nH]2)no1	-0.7	-4	8	15	-1	3	-6	-1.1	-3
COc1cccc2[nH]c(C(=O)NN)c(N)c12	0.5	-6	-1	4	-3	6	-2	-1.0	-2

As entered above:
COc1cccc2[nH]c(C(=O)NN)c(N)c12 in E coli Lon inh is listed with 6
Cc1cc(NC(=O)CSc2nc(-c3ccccc3)c(C#N)c(=O)[nH]2)no1 in SKN-1 inh is listed with 15
COc1cc(/C=N/NC(=O)CCc2c(C)n[nH]c2C)cc(OC)c1OC in E coli Lon inh is listed with -13

Continued.
smiles	Tb MetRS inh	CendR NRP1 mod	MLLE-PAM2 inh	SKN-1 inh	MT1-MMP act inh	E coli Lon inh	FAS TE block	MsrA inhibitor	MsrA act
C(=N\c1c(-c2ccccc2)nc2n1CCS2)/c1ccccc1	-0.9	3	4	11	-8	3	10	-1.1	-9
CCN(CC)c1ccc(/C=N/N2CCN(Cc3ccc(Cl)cc3)CC2)c(O)c1	-0.6	-4	-3	1	-1	2	28	0.6	-1
O=C(N/N=C/C1CC2CCC1C2)c1ccc2c(c1)OCO2 (centres undefined)	-0.8	-5	-6	9	-2	5	-10	1.1	-2
CC(NC(=O)CN1CCc2ccccc21)c1ccccc1 (centres undefined)	-0.4	-11	-9	6	2	-12	-6	0.9	-1
c1ccc([C@H]2CN3C(=N2)Sc2ccccc23)cc1	1.1	-4	28	16	1	7	-80	-0.9	-3
CCCc1cc(=O)[nH]c(SCc2cc(=O)oc3cc(C)c(C(C)C)cc23)n1	-0.8	-8	4	-1	0	5	22	1.1	-10
COc1ccccc1NC(=O)C1CCC(CNc2c(N3CCCCC3)c(=O)c2=O)CC1 (centres undefined)	-0.1	-10	1	5	4	-8	-4	0.2	-4
CCOC(=O)c1c(NC(=O)c2ccc(Cl)cc2)csc1C	-0.4	-3	1	2	-2	-8	20	1.1	-2
C=C(C)COc1ccc(-c2nc(N)nc(C(F)(F)F)c2-c2ccc(OC)cc2)c(O)c1	-0.1	-4	-10	0	-4	6	20	2.4	-1
COc1ccc(C(C)C)cc1-c1cncc(NC(C)=O)n1	-0.2	4	1	6	-5	6	-2	1.2	-3
O=C(/C=C/c1ccccc1Cl)NCCc1ccccc1	0.6	0	11	6	6	-7	10	nt	-1
CCn1cc(C(=O)O)c(=O)c2cnc(N3CCN(C(=S)NC(=O)c4ccc(OC)cc4)CC3)nc21	0.1	-6	-25	16	-9	-8	-4	0.4	-2
O=C(CSc1nnc(CNc2ccc(F)cc2)o1)c1ccccc1	-0.6	7	-37	-6	2	-4	2	0.8	-1
CCOC(=O)C(=O)/C(C#N)=C/Nc1ccc(Cl)cc1	-0.4	1	0	4	1	-7	-1	0.1	-4
COCC(C)n1c(C)cc(C(=O)COc2ccc(C)nc2[N+](=O)[O-])c1C (centres undefined)	-1.2	11	-8	6	-2	0	-4	0.9	-11
CCC(C)(C)C1CCC2(CC1)NC(=O)N(CC(=O)NCCOc1ccccc1)C2=O (centres undefined)	-0.2	-2	4	0	1	7	18	-0.2	-2

In a second layout: entries from further up
> Cc1noc(C)c1NC(=O)Nc1cccc2c1O[C@H](CN(C)S(C)(=O)=O)[C@@H](C)CN([C@H](C)CO)C2=O
  Tb MetRS inh: -0.3 | CendR NRP1 mod: -1 | MLLE-PAM2 inh: 8 | SKN-1 inh: 13 | MT1-MMP act inh: 1 | E coli Lon inh: 6 | FAS TE block: -3 | MsrA inhibitor: 0.4 | MsrA act: 1
> O=C(CNC(=O)c1ccccc1)OC(C(=O)c1ccccc1)c1ccccc1 (centres undefined)
  Tb MetRS inh: -0.3 | CendR NRP1 mod: 3 | MLLE-PAM2 inh: -5 | SKN-1 inh: -4 | MT1-MMP act inh: -3 | E coli Lon inh: 3 | FAS TE block: 24 | MsrA inhibitor: -0.4 | MsrA act: -5
> CCn1cc(C(=O)O)c(=O)c2cnc(N3CCN(C(=S)NC(=O)c4ccc(OC)cc4)CC3)nc21
  Tb MetRS inh: 0.1 | CendR NRP1 mod: -6 | MLLE-PAM2 inh: -25 | SKN-1 inh: 16 | MT1-MMP act inh: -9 | E coli Lon inh: -8 | FAS TE block: -4 | MsrA inhibitor: 0.4 | MsrA act: -2
> Cc1ccccc1NC(=O)Cc1nc(COC(=O)CCOc2ccccc2)cs1
  Tb MetRS inh: 0.1 | CendR NRP1 mod: 7 | MLLE-PAM2 inh: -3 | SKN-1 inh: 1 | MT1-MMP act inh: 0 | E coli Lon inh: -8 | FAS TE block: 1 | MsrA inhibitor: 0.3 | MsrA act: -4

The list continues.
smiles	Tb MetRS inh	CendR NRP1 mod	MLLE-PAM2 inh	SKN-1 inh	MT1-MMP act inh	E coli Lon inh	FAS TE block	MsrA inhibitor	MsrA act
CCn1c(CSc2nnc(-c3ccoc3C)n2C)nc2cc(S(=O)(=O)N(C)C)ccc21	-0.5	7	-4	-18	0	-4	-3	-1.4	-4
CCOC(CNC(=O)CN1C(=O)COc2ccc(S(=O)(=O)N3CCCC3)cc21)OCC	0.8	-3	-4	5	2	2	-4	0.2	-2
C/C=C/Cn1c(SCc2ccc(C)cc2)nc2c1c(=O)[nH]c(=O)n2C	0.8	2	25	-26	nt	-3	1	0.3	-11
COc1ccc2c(c1)C1NC(=S)NC(C)(O2)C1C(=O)Nc1ccc(Cl)cc1 (centres undefined)	0.3	6	-127	2	4	0	-5	-0.4	0
Oc1ccccc1/C=N/n1c(-c2cccs2)n[nH]c1=S	-0.6	4	-14	-8	0	1	-1	nt	4
Cc1nnc(NC(=O)CSc2nnnn2Cc2ccccc2)s1	-0.8	-12	-1	12	2	-5	3	0.4	-2
CCOc1ccc(CCNC(=O)C2CCCN(S(C)(=O)=O)C2)cc1OCC (centres undefined)	-1.0	2	1	-9	-3	3	-6	1.4	-3
COc1ccc(N2C(=O)CN=C2Nc2cccc(C)c2C)cc1OC	-0.8	5	2	-41	1	-3	-12	0.3	-12
CCc1noc(C)c1C(=O)Nc1sc(C(=O)N(C)C)c(C)c1C#N	-0.3	-6	10	8	4	-5	-6	3.1	-6
Cc1ccc(S(=O)(=O)N(C)c2ccc(OCC(=O)N3CCCC(C(F)(F)F)C3)cc2)cc1 (centres undefined)	-0.3	12	1	0	-2	-10	20	0.1	0
Cc1ccc(S(=O)Cc2ccc(C(=O)N3CCN(C(=O)c4ccco4)CC3)o2)cc1 (centres undefined)	0.2	7	-2	6	0	0	-6	0.3	0
Cc1ccc(COc2ccc(/C=N/NC(=O)CN3CCCCC3)cc2)cc1	-0.9	-3	1	9	-1	9	0	-0.1	-7
Cc1ccc(C(=O)Nc2ccc(NC(=O)c3ccc(C)o3)cc2)o1	-0.2	0	10	17	1	4	0	1.4	-3
